Screens deposited in PubChem by several laboratories.
GPR55 activation = GPR55 agonists via beta-arrestin recruitment, primary screen, imaging, U2OS cells, beta-arrestin-GFP redistribution (AID 1961); U2OS GPR55 beta-arrestin-GFP redistribution imaging; higher % means a stronger effect; 290,000 compounds, 0.048% hits; G-protein coupled receptor 55 (Homo sapiens); one-dose activation, % at 10 µM; EC50 in µM for titrated hits;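 active = activation above 40% with more than 50 cells counted in the well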;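 also: U2OS osteosarcoma cells stably expressing GPR55 and beta-arrestin-GFP; plate controls were DMSO negative control for no effect and LPI positive control for full effect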
Rac1 GTP hydrolysis = MgcRacGAP GTPase-activating activity inhibitors, confirmation, biochemical, ADP Hunter fluorescence | Rac GTPase-activating protein 1 (Homo sapiens) | MgcRacGAP-stimulated Rac1 GTP hydrolysis, ADP Hunter fluorescence; higher % means a stronger effect; GST-tagged Rac1 F28L mutant substrate | inhibition, % at 30 µM; hits with a dose series show IC50 in µM | 340,000 compounds, 0.6% hits | AID 624330, 2012;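 active = first-screen hits whose inhibition reached a set limit at any dose in the follow-up dose series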;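 also: fluorescence reports GDP produced by GAP-driven GTP hydrolysis; strong numbers were not always called active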
Hep lipid drop = inhibitors of hepatocyte lipid droplet formation, primary screen, imaging, high-throughput imaging, BODIPY stain. AML12 mouse hepatocytes, oleate lipid droplets. inhibition, % at 6.5 µM. 240,000 compounds, 0.4% hits;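 active = lipid droplet intensity inhibited by at least 50%, with more than 500 cells counted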
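Material – mouse AML12 hepatocyte cell line, fixed after treatment · Compound dosing – one dose, 6.5 µM compound · Times – compound with oleate, overnight · Measured by – Image-based BODIPY and DAPI two-channel analysis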
T cell modulator = modulators of CD8 T cell-vesicle binding, primary screen, mouse 2C CD8+ T cells, flow cytometry | 2C CD8+ T cell-vesicle binding; active compounds read low | 330,000 compounds, 0.068% hits | calls only at 7 µM;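 active = response, share of CD8 T cells binding vesicles, and their 90th percentile fluorescence all below set limits, cut at about 80% in these data, passing the limit was not always enough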
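Incubation: binding step 1.5 h, 37 °C, antibody labelling 20 min, ice; system: murine 2C transgenic CD8+ T lymphocytes; technique: cytometric PE anti-B7-1 and Alexa647 anti-CD8 signals after 1% paraformaldehyde fixation; also added: QL9-charged Drosophila Ld/ICAM-1/B7-1 vesicles; control set: naked versus QL9-loaded vesicles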
NTR1 agonist = agonists of NTR1, primary screen, imaging, U2OS cells, beta-arrestin-GFP, high content (AID 493036); activation, % at 20 µM; 330,000 compounds, 0.17% hits; Neurotensin receptor type 1 (Homo sapiens), P30989; NTR1-U2OS beta-arrestin-GFP spot imaging, agonist mode;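 active = activation at or above 40% of the spot to cytoplasm intensity ratio, with at least 20 cells analyzed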;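 also: 0% = DMSO without peptide and 100% = 100 nM NTR1 peptide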
Target sequence (P30989 whole entry, looked up): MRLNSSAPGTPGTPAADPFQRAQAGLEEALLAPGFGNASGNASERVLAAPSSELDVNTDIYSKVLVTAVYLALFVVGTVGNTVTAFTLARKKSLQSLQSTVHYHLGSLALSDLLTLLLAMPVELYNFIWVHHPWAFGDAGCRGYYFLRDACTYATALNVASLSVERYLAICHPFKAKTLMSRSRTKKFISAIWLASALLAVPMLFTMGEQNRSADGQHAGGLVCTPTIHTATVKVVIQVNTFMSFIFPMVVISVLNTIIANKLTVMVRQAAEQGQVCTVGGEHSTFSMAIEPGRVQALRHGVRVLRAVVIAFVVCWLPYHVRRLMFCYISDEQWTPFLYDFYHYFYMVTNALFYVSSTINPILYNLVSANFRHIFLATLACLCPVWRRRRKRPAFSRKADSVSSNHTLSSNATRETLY
LYP phosphatase = inhibitors of LYP phosphatase, biochemical, fluorescence intensity, uHTS (AID 1779); Tyrosine-protein phosphatase non-receptor type 22 (Homo sapiens); recombinant LYP phosphatase, fluorescence intensity; higher % means a stronger effect; inhibition, % at 11.5 µM, or IC50 in µM where a hit was titrated; 290,000 compounds, 0.054% hits; in the data active = inhibition above about 50%;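 also: plate controls were vehicle with enzyme for no effect and no enzyme for full effect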
GPR55 antagonists = GPR55 antagonists blocking LPI-driven arrestin recruitment, primary screen, imaging, U2OS, beta-arrestin-GFP, LPI agonist (AID 2013) | U2OS GPR55 beta-arrestin-GFP translocation imaging, LPI antagonism; higher % means a stronger effect | inhibition, % at 10 µM; hits with a dose series show IC50 in µM | 290,000 compounds, 0.13% hits;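 active = spots per cell inhibited over 60%, with over 100 cells counted and total cytoplasm intensity under 500,000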;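 also: U2OS cells stably carrying GPR55 and arrestin-GFP stimulated by 5 µM LPI near EC80; imaged beta-arrestin-GFP aggregate spots per cell after agonist stimulation; plate controls were LPI-stimulated DMSO wells for no effect and DMSO wells without LPI for full effect; some results filed as inactive read as strong as hits; confirmed hits need IC50 under 10 µM and bright autofluorescent wells are also inconclusive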
GPR35 arrestin U2OS = GPR35 antagonists blocking zaprinast-driven arrestin recruitment, primary screen, imaging, U2OS, beta-arrestin-GFP, zaprinast agonist (AID 2058). U2OS GPR35 beta-arrestin-GFP translocation imaging, zaprinast antagonism; higher % means a stronger effect. G-protein coupled receptor 35 (Homo sapiens). 290,000 compounds, 0.052% hits. inhibition, % at 10 µM, or IC50 in µM where a hit was titrated;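 active = inhibition of at least 50% with at least 30 cells and total cytoplasm GFP at most 10,000,000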
SV40 large T antigen = SV40 large T antigen inhibitors, biochemical (AID 1903); SV40 large T antigen ATPase/helicase inhibition assay; higher % means a stronger effect; 310,000 compounds, 0.39% hits; one-dose inhibition, % at 20 µM; IC50 in µM for titrated hits; in the data active = a potency from the dose series; also: strong numbers were not always called active
Hep lipid drop cells 6.5 µM = second read-out of Hep lipid drop, no call of its own (marks repeat the call); cell count; measured here: cell count, cytotoxicity flag;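 cells counted across two imaged fields per well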
T cell modulator vesicle-bound % = further read-out of T cell modulator, marked with its call; double positive events, %; measured here: CD8+ vesicle-bound cell fraction;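 binding gate set so that unloaded-vesicle control wells show 10% double positive cells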
NTR1 agonist cell count 20 µM = also measured in NTR1 agonist; calls as there; cell count; measured here: cell count, cytotoxicity flag
Starred values were filed as active, the others as inactive; i = inactive; · = no result given. Hits appear at their usual frequency (roughly 1.8% active in at least one column).

SMILES	GPR55 activation	Rac1 GTP hydrolysis	Hep lipid drop	Hep lipid drop cells 6.5 µM	T cell modulator	T cell modulator vesicle-bound %	NTR1 agonist	NTR1 agonist cell count 20 µM	LYP phosphatase	GPR55 antagonists	GPR35 arrestin U2OS	SV40 large T antigen
CCN(CC)c1ccc(NS(=O)(=O)c2cn(C)c(=O)n(C)c2=O)c(C)c1	0.0%	23.0%	-3.9	719	i	31.8	0.5	58	-8.1%	2.2%	-10.1%	34.5%
COc1ccccc1N/C(N)=N/c1nc(CSc2nc3ccccc3s2)cc(=O)[nH]1	0.3%	·	2.2	672	i	50.0	11.3	65	3.4%	3.3%	-2.2%	-1.3%
Nc1nc(-c2ccco2)nn1C(=O)c1ccccc1Cl	0.1%	3.9%	23.1	776	·	·	·	·	-8.3%	-3.5%	-1.2%	6.0%
C/C(=N\NC(=O)COc1ccc(C(C)(C)C)cc1)c1ccc(-n2ccnc2)cc1	0.3%	8.0%	-0.6	573	i	26.5	3.9	46	-4.6%	-9.2%	3.6%	21.6%
CC1CCc2sc3ncnc(N4CCN(C)CC4)c3c2C1 (centres undefined)	0.6%	6.9%	·	·	·	·	2.5	54	-7.6%	-8.7%	-10.8%	·
COc1ccc(CC(=O)Nc2cc(S(=O)(=O)N3CCOCC3)ccc2N2CCOCC2)cc1	0.8%	6.9%	18.3	688	i	22.4	2.3	40	-3.1%	7.1%	-16.7%	-1.9%
CC1(C)CC2(CCCN(C(=S)Nc3ccccc3)C2)CCO1 (centres undefined)	-0.3%	-12.6%	5.7	725	i	40.8	-0.1	47	-10.0%	7.8%	-4.4%	11.3%
c1ccc(Nc2nc(N3CCOCC3)c3ccccc3n2)cc1	-0.1%	10.7%	0.7	808	i	42.0	-0.8	50	3.9%	3.6%	-11.5%	6.2%
COc1ccccc1NS(=O)(=O)c1cc(C(=O)NCCN2CCOCC2)ccc1Cl	0.3%	-0.9%	·	·	i	9.7	-1.4	50	-5.5%	2.5%	13.3%	8.6%
O=C(CSc1nc2ccccc2s1)NNC(=S)Nc1ccc(Br)cc1	0.0%	7.8%	·	·	i	60.2	6.2	56	0.6%	3.5%	-9.4%	20.0%
Brc1ccc2c(c1)OCCOCCOc1cc(Br)ccc1OCCOCCOCCO2	1.3%	6.4%	-62.6	554	i	10.9	25.3	47	9.5%	5.5%	-14.0%	3.9%
COc1ccc(C(=O)c2cccc(C(=O)c3ccc(OC)c(C)c3)c2)cc1C	1.1%	7.5%	-8.2	768	·	·	5.1	76	2.7%	6.4%	-8.7%	·
CC1=C(C)CC(C(=O)Nc2ccc3c(c2)OCO3)C(C(=O)O)C1 (centres undefined)	0.2%	-6.3%	-10.6	674	i	47.2	2.3	78	4.3%	2.3%	3.5%	6.3%
CCC(C)c1ccccc1N1CC(C(=O)Nc2ccc(C)c(S(=O)(=O)N3CCOCC3)c2)CC1=O (centres undefined)	·	9.1%	·	·	i	44.8	1.1	46	·	·	·	12.6%
C/C(N)=C(/C#N)C(=O)CSc1nnnn1-c1ccc(C)cc1	-0.2%	6.5%	·	·	i	5.0	0.4	83	-2.6%	21.8%	21.5%	2.3%
COc1ccc(C(=O)Nc2ccc(F)cc2F)cc1OC	-0.2%	1.8%	·	·	i	14.1	0.1	87	-1.2%	5.5%	-1.0%	2.6%
Cc1cccc(NC(=O)c2cccc(S(=O)(=O)N3CCCC3)c2)n1	·	-3.4%	·	·	i	10.3	-0.4	58	·	·	·	8.8%
COc1ccc(-n2ccnc(SCC(=O)NC3CCCC3)c2=O)cc1	0.0%	5.5%	3.2	695	i	30.2	-0.5	67	-5.2%	-9.9%	-6.8%	2.1%
O=C(Nc1ccccc1Cl)c1cc(S(=O)(=O)N2CCCC(C(=O)O)C2)ccc1F (centres undefined)	-0.1%	3.1%	·	·	·	·	0.8	101	-6.8%	-6.8%	3.2%	5.5%
COc1ccc(NC(=S)N2CCC(C(=O)c3ccc(C)cc3)CC2)cc1	0.2%	9.4%	2.6	744	i	64.6	-0.8	38	-9.5%	7.7%	9.7%	9.7%
Cc1nc(N2CCN(c3ccccc3)CC2)[nH]c(=O)c1C	0.0%	7.5%	3.7	882	i	21.7	0.5	61	-10.0%	·	4.5%	10.6%
C/C(=N\Nc1nc2c(s1)CCCC2)c1ccccc1	0.0%	4.2%	-16.6	741	i	5.6	7.2	97	-6.9%	1.0%	14.6%	19.5%
COc1c(C)cccc1C(=O)NC(=S)Nc1cccc2nsnc12	0.2%	5.0%	-10.2	681	·	·	·	·	-1.5%	0.3%	-11.0%	-1.9%
O=C1OC(N2CCN(C(=O)C3CCCO3)CC2)c2ccccc21 (centres undefined)	0.6%	4.8%	·	·	i	27.3	-1.9	69	1.1%	3.6%	4.9%	-6.3%
O=C(CSc1nnc(SCc2ccc(Cl)cc2)s1)N/N=C/c1ccccc1C(=O)O	0.3%	8.7%	-8.2	616	i	27.0	1.4	55	-0.6%	-9.6%	-0.6%	21.5%

Full records, quoted from the list.
O=C(CSc1nnc(SCc2ccc(Cl)cc2)s1)N/N=C/c1ccccc1C(=O)O is listed with GPR55 activation: 0.3%; Rac1 GTP hydrolysis: 8.7%; Hep lipid drop: -8.2; Hep lipid drop cells 6.5 µM: 616; T cell modulator: i; T cell modulator vesicle-bound %: 27.0; NTR1 agonist: 1.4; NTR1 agonist cell count 20 µM: 55; LYP phosphatase: -0.6%; GPR55 antagonists: -9.6%; GPR35 arrestin U2OS: -0.6%; SV40 large T antigen: 21.5%
COc1ccc(NC(=S)N2CCC(C(=O)c3ccc(C)cc3)CC2)cc1 is listed with GPR55 activation: 0.2%; Rac1 GTP hydrolysis: 9.4%; Hep lipid drop: 2.6; Hep lipid drop cells 6.5 µM: 744; T cell modulator: i; T cell modulator vesicle-bound %: 64.6; NTR1 agonist: -0.8; NTR1 agonist cell count 20 µM: 38; LYP phosphatase: -9.5%; GPR55 antagonists: 7.7%; GPR35 arrestin U2OS: 9.7%; SV40 large T antigen: 9.7%
COc1c(C)cccc1C(=O)NC(=S)Nc1cccc2nsnc12 is listed with GPR55 activation: 0.2%; Rac1 GTP hydrolysis: 5.0%; Hep lipid drop: -10.2; Hep lipid drop cells 6.5 µM: 681; T cell modulator: ·; T cell modulator vesicle-bound %: ·; NTR1 agonist: ·; NTR1 agonist cell count 20 µM: ·; LYP phosphatase: -1.5%; GPR55 antagonists: 0.3%; GPR35 arrestin U2OS: -11.0%; SV40 large T antigen: -1.9%

The main list resumes; the two compounds before the break are reprinted first.
SMILES	GPR55 activation	Rac1 GTP hydrolysis	Hep lipid drop	Hep lipid drop cells 6.5 µM	T cell modulator	T cell modulator vesicle-bound %	NTR1 agonist	NTR1 agonist cell count 20 µM	LYP phosphatase	GPR55 antagonists	GPR35 arrestin U2OS	SV40 large T antigen
O=C1OC(N2CCN(C(=O)C3CCCO3)CC2)c2ccccc21 (centres undefined)	0.6%	4.8%	·	·	i	27.3	-1.9	69	1.1%	3.6%	4.9%	-6.3%
O=C(CSc1nnc(SCc2ccc(Cl)cc2)s1)N/N=C/c1ccccc1C(=O)O	0.3%	8.7%	-8.2	616	i	27.0	1.4	55	-0.6%	-9.6%	-0.6%	21.5%
COc1ccnc(Oc2ccc(F)cc2)c1C(=O)N/C=N/OCc1ccc(F)cc1Cl	0.6%	1.7%	-2.2	714	i	11.0	4.3	46	2.8%	20.4%	5.2%	14.4%
Clc1ccc2nc(-c3ccc4c(c3)OCO4)cn2c1	1.2%	0.5%	-9.3	717	i	26.7	4.2	51	-12.0%	-7.4%	-6.1%	0.2%
COc1ccc(/C=C/C(=O)c2sc(-c3ccc(Cl)cc3)nc2C)cc1	-0.1%	·	·	·	·	·	·	·	-6.0%	8.2%	22.4%	-0.1%
CCC(C)(C)C1CCc2[nH]nc(C(=O)NCCN3CCOCC3)c2C1 (centres undefined)	·	7.2%	·	·	i	46.7	0.5	93	·	·	·	9.2%
COc1ccc(NC(=O)NNC(=O)c2ccc(-c3ccccc3)cc2)c(OC)c1	-0.1%	-6.6%	2.2	850	i	69.8	-0.4	56	-2.3%	7.6%	2.8%	11.6%
CC(=O)N(Cc1ccccc1)c1ccccc1C(=O)O	-0.1%	7.3%	37.3	776	i	59.7	-1.1	57	-5.3%	7.5%	-5.0%	21.2%
CCCCc1n[nH]c2c1C(=O)CC(C)(C)C2	-0.1%	3.0%	·	·	i	9.9	-1.6	46	-5.0%	-2.5%	16.4%	1.5%
CCc1n(CC(O)COC2CCCCC2)c2ccccc2[n+]1C (centres undefined)	0.2%	6.1%	-16.2	729	i	2.6	1.6	40	-3.4%	12.1%	3.3%	8.1%
Cc1ccc(C2=NN(C(=O)CCC(=O)O)C(c3ccc4c(c3)OCO4)C2)cc1 (centres undefined)	-0.1%	-1.9%	·	·	i	39.4	3.2	46	6.6%	11.6%	3.3%	13.7%
CC(c1ccco1)N(C(=O)c1cccs1)c1ccccn1 (centres undefined)	-0.1%	1.2%	·	·	i	31.0	-1.2	53	3.2%	12.6%	10.8%	7.5%
CCS(=O)(=O)c1nc(S(=O)(=O)c2ccc(Cl)cc2)c(NCCN2CCOCC2)s1	-0.1%	-35.2%	-22.2	678	i	4.9	0.3	72	-10.3%	-6.8%	-10.3%	6.8%
O=C(Cn1cc2c(n1)CCCCC2)Nc1ccccc1Br	-0.1%	5.5%	-15.4	729	i	32.4	1.8	70	-5.6%	-3.1%	2.7%	12.9%
Cc1ccc(NC(=S)NNc2ncc(C(F)(F)F)cc2Cl)cc1	0.3%	7.5%	27.9	671	i	24.3	2.8	70	-6.4%	0.4%	-0.4%	12.7%
Cc1ccc(CSCCNS(C)(=O)=O)cc1	-0.1%	3.7%	-0.9	699	i	26.3	1.1	87	-3.1%	13.3%	-14.1%	4.8%
O=C(Nc1nc(C2C3CC4CC(C3)CC2C4)cs1)c1cc2cc([N+](=O)[O-])ccc2oc1=O (centres undefined)	1.4%	5.3%	-29.1	635	i	43.7	4.1	84	6.4%	-3.7%	-16.2%	9.7%
